# PV pol inh = inhibitors of poliovirus RNA polymerase binding and polymerization; poliovirus polymerase elongation, fluorescence polarization; stronger effect = lower value; actives 0.66% (n = 150,000); % elongation, % (compound at 16.7 µg/mL); P03300; AID 588519; in the data active means % elongation below about 90%; further: some results filed as inactive read as strong as hits
# Target sequence (P03300 1749-2209 limits assumed): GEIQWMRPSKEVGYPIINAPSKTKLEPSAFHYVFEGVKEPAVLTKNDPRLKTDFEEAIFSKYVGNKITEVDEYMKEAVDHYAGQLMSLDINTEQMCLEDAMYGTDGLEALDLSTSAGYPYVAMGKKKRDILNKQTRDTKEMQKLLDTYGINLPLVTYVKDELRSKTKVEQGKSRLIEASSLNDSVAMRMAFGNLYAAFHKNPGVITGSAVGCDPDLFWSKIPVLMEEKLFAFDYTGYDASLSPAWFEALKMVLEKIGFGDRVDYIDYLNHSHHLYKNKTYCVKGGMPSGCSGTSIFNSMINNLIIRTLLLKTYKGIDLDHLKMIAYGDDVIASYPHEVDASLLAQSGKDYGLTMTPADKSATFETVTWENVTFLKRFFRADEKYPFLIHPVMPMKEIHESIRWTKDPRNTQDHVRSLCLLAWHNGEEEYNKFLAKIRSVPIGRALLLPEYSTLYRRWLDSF
# PV pol inh FP z-score = also measured in PV pol inh; calls as there; z-score; measured here: FP z-score; hits read low
# An asterisk follows results filed as active. The list is partial; the hit share may differ from the screen's.
SMILES,PV pol inh,PV pol inh FP z-score
Cc1ccc(Cl)cc1NC(=O)c1cnn2c(C(F)F)cc(-c3ccccc3)nc12,104,0.2
CCN(Cc1ccccc1)C(=O)c1ccccc1-c1nc(-c2cccc(C)c2)no1,104,1
CC(NC(=S)NC(=O)c1cccs1)C12CC3CC(CC(C3)C1)C2 (stereo not given),99,-0.2
CCC(=O)OC1=CN(Cc2ccccc2)S(=O)(=O)c2ccccc21,108,0.5
Cc1cc(C)cc(NC(=O)N2CCN(C(=O)c3nsc4ccccc34)CC2)c1,110,0.6
S=C(NCCN1CCOCC1)NNc1ccc2ccccc2c1,99,-0.2
COC(=O)c1cc2sccc2n1Cc1ccc(F)cc1,109,0.2
O=C(Nc1ccc(F)cc1)N1CCN2C(=O)c3ccccc3C12c1ccccc1 (stereo not given),104,0.4
COc1ccc(S(=O)(=O)NCc2ccc(C(=O)N3CC(C)CC(C)C3)cc2)cc1 (stereo not given),103,0.3
CCOc1ccc(S(=O)(=O)N2CCN(c3ccccc3)CC2)cc1C(N)=O,100,-0.7
NC(=S)c1ccsc1,101,-0.2
O=C(Nc1cccc(C(F)(F)F)c1)c1cccnc1N1CCCC1,100,0
Nc1ncnc2c1ncn2C1CCC(CO)C(O)C1 (stereo not given),103,0.2
CCc1ccc(S(=O)(=O)NCc2cn3ccsc3n2)cc1,98,-1.2
Oc1ccc(CNc2ccc(F)cc2)c2cccnc12,144,4.5
O=C(Nc1ccc(N2CCOCC2)cc1)C12CC3CC(CC(C3)C1)C2,105,1.3
Cc1nc2ccccc2c(=O)[nH]1,96,-0.4
NC(=O)c1nsc(C(=O)N(CC(=O)NCc2ccc3c(c2)OCO3)C2CCCCC2)c1N,100,-0.2
Fc1ccc(C(NCCc2ccccc2)c2nnc(-c3ccccc3Cl)o2)cc1 (stereo not given),108,0.9
COc1ccc(-c2cc(C(=O)N3CCN(c4ccccc4OC)CC3)c3cc(C(C)C)ccc3n2)cc1,103,-1.1
Cn1cnnc1Sc1ccc(Cl)cc1NC(=O)c1cc2ccccc2o1,103,0
O=C(CC1N=C2c3ccccc3N=C(SCC(=O)Nc3ccc(F)cc3)N2C1=O)NCc1ccc2c(c1)OCO2 (stereo not given),105,-0.2
CCC(C)NC(=O)c1c2c(nc3ccccc13)C(=O)N(C1CCCCC1)C2 (stereo not given),108,0.2
O=C(CCC1N=C2c3ccccc3N=C(SCC(=O)Nc3cccc(Cl)c3)N2C1=O)NCc1ccco1 (stereo not given),108,-1
Cc1cccc(C)c1NC(=O)c1sc(-n2nc(C)c(Cc3ccccc3)c2C)nc1C,107,0.4
Cc1ccc(-n2nnc(-c3nsc(NC(=O)c4ccc(C)c(C)c4)n3)c2C)cc1,104,-0.6
O=C(O)CCC(=O)Nc1sccc1C(=O)Nc1ccccc1,102,0
Cc1ccc2c3c(ccc2n1)NC1=C(C(=O)CCC1)C3c1ccccc1C (stereo not given),106,0.2
CCC(=O)N1c2ccccc2CC1C(=O)NCc1cc(Br)ccc1OC (stereo not given),111,1.2
CC1(C)C=C(O)C(C2(O)C(=O)c3ccccc3C2=O)C(=O)C1 (stereo not given),19*,-7.7*
c1ccc2nc3c(nc2c1)oc1ccccc13,100,-0.1
O=C(O)Cc1cc2c(cc1Br)OCCO2,104,0.1
CSc1ccc(C2N=C(c3ccccc3)NO2)cc1 (stereo not given),98,-0.4
CCc1ccc2c(CC(=O)N3CCN(S(=O)(=O)c4ccc5c(c4)OCCO5)CC3)coc2c1,106,0.5
COc1cc(OC)cc(C(=O)Nc2cc(-c3nc4cccnc4s3)ccc2C)c1,103,-1.3
O=C1c2ccccc2C(=O)N1CCCn1ccnc1,101,-0.4
COc1ccc(N2C(=O)CC(Cc3ccccc3)C2=O)cc1 (stereo not given),102,0.2
Cc1ccc(-n2ncc3c(N4CCN(Cc5ccccc5)CC4)ncnc32)cc1,113,1.1
NNC(=O)CCCSc1nc2ccccc2s1,106,0.3
Cc1noc(C)c1COC(=O)c1ccc2[nH]c3c(c2c1)CCCC3,107,0.3
Clc1cc(Cl)cc(Oc2nc(-c3ccccc3)ns2)c1,97,-0.9
Oc1c(CN2CCOCC2)ccc(CN2CCOCC2)c1O,103,0.7
O=C(CSc1nc2c([nH]c3ccccc32)c(=O)n1-c1ccc(F)cc1)NCc1ccco1,109,0.5
O=C(/C=C/c1cn(CC(O)CN2CCc3ccccc32)c2ccccc12)c1ccc(Br)cc1 (stereo not given),113,1.1
COc1ccc(-c2nn(CN3CCC(C(N)=O)CC3)c(=S)n2-c2ccccc2)cc1OC,101,0.1
CCC(C)NC(=O)c1ccccc1NC(=O)C1=CSCCO1 (stereo not given),103,1.2
COc1ccc(OCc2nc(N)nc(Nc3ccc(C)cc3)n2)cc1,108,0.6
O=C(CSc1ccnc(=O)[nH]1)NCc1ccc(F)cc1,103,-0.8
O=C(O)c1cc(C23CC4CC(CC(C4)C2)C3)ccc1O,100,-0.2
Cc1ccccc1C1C(C#N)=C(N)NC(S)=C1C#N (stereo not given),101,-0.2
CC(C)(C)OC(=O)N1CCC(c2c(C(=O)NCCN3CCC(Cc4ccccc4)CC3)cnn2-c2ccccc2)CC1,110,0.7
COc1ccc(CCNC2CCCCC2C)cc1OC (stereo not given),106,0.2
CCOC(=O)c1ccc(N2C(=O)c3n[nH]c(-c4ccco4)c3C2c2ccc(F)cc2)cc1 (stereo not given),110,0.6
O=C1c2ccccc2C(=O)N1COc1ccc(F)cc1Br,105,0.4
O=C(OCc1cc(Cl)ccc1OC(F)F)c1ccco1,104,0.4
O=C(Cn1cc(-c2ccccc2)nc1SCc1ccccc1)c1ccccc1,103,-0.1
CCCCN(C)C(=O)Cc1c(C(=O)O)[nH]c2ccc(Cl)cc12,101,0
Cc1cccc(OC(=O)c2cc(-c3ccc4c(c3)OCCO4)on2)c1,101,-0.4
CCOC(=O)N1CCN(CCC(=O)Nc2cc(C)ccc2C)CC1,103,-0.7
N#CCSc1ccccc1NC(=O)CN1CC=C(c2ccccc2)CC1,45,-7

# At a glance, 2 of the compounds above:
SMILES,PV pol inh,PV pol inh FP z-score
CCOC(=O)N1CCN(CCC(=O)Nc2cc(C)ccc2C)CC1,103,-0.7
N#CCSc1ccccc1NC(=O)CN1CC=C(c2ccccc2)CC1,45,-7

# More compounds.
SMILES,PV pol inh,PV pol inh FP z-score
CCOc1ccc(N(C)Cc2cc(=O)oc3ccc(OC)cc23)cc1,104,0.6
O=C(Nc1c(C(=O)N2CCN(c3ccccc3F)CC2)oc2ccccc12)c1cccc(F)c1,110,0.7
CCOc1ccc2[nH]c(=O)c(CN(CCOC)C(=O)NC3CCCCC3)cc2c1,100,-0.6
CC(C)S(=O)(=O)c1cscc1NC(=O)c1ccc(-c2cc(C(F)(F)F)nn2C)s1,106,0.3
CCCNC(=O)CN1Cc2ccccc2C1=O,101,-0.3
CC(C)(CO)NC(=O)c1ccc(C(C)(C)C)cc1,105,0.6
CCOC(=O)Cn1nc(-c2ccccc2)c2cnc3ccc(OCC)cc3c21,106,-0.7
CCc1ccc(NC(=O)C2CCN(S(=O)(=O)c3c(C)noc3/C=C/c3cccs3)CC2)cc1,108,0.7
O=C(O)c1ccc2c(c1)OCCCO2,106,0.4
O=C(CN1CCN(c2ccccc2)CC1)NCc1ccccc1,104,0.9
Cc1ccc(N(C(=O)c2ccc3c(c2)OCO3)C2C=CS(=O)(=O)C2)cc1 (stereo not given),102,1.1
CCS(=O)(=O)c1ccc2oc(SCC(=O)CSc3nc4cc(S(=O)(=O)CC)ccc4o3)nc2c1,110,0.9
CCOCCc1nn2c(=O)cc(COC(=O)CNC(=O)c3cccc(C)c3)nc2s1,112,1.1
CN1C(=O)/C(=C/c2ccc(-c3ccc(C(=O)O)cc3)o2)c2ccccc21,100,-0.4
CCN(Cc1ccccc1)C(c1cccnc1)c1nnnn1Cc1ccccc1 (stereo not given),100,-0.4

# Brought forward from above: four entries, followed by the next part.
SMILES,PV pol inh,PV pol inh FP z-score
CCS(=O)(=O)c1ccc2oc(SCC(=O)CSc3nc4cc(S(=O)(=O)CC)ccc4o3)nc2c1,110,0.9
CCOCCc1nn2c(=O)cc(COC(=O)CNC(=O)c3cccc(C)c3)nc2s1,112,1.1
CN1C(=O)/C(=C/c2ccc(-c3ccc(C(=O)O)cc3)o2)c2ccccc21,100,-0.4
CCN(Cc1ccccc1)C(c1cccnc1)c1nnnn1Cc1ccccc1 (stereo not given),100,-0.4
COc1ccccc1NC(=O)c1c(NC(=O)c2cccs2)sc2c1CCC(C(C)(C)C)C2 (stereo not given),97,-2.4
CS(=O)(=O)N1CCCC(C(=O)N2CCN(c3ccc(F)cc3)CC2)C1 (stereo not given),102,0.1
COC(=O)C1=C(C)N(Cc2ccc(C)cc2)C(=O)/C1=C\c1ccccc1O,102,0.1
O=S(=O)(c1ccc2nc(Nc3cccc(F)c3)ccc2c1)N1CCCC1,109,0.3
CC(=O)N=C(NC(C)=O)c1ccc(N2CCOCC2)cc1,112,1
COc1ccc(CCNC(=O)Cn2nc(-c3ccc(Cl)cc3)ccc2=O)cc1OC,114,0.7
CCN1CCC(=NN2CCOCC2)CC1,94,-0.9
CCOc1ccc(C2SCC(=O)Nc3c2c(=O)[nH]n3C2CCCC2)cc1 (stereo not given),103,0.2
O=C(CN1C(=O)CSc2ncccc21)NCCc1ccccc1,104,0.5
COc1ccc(/C=C2\CC/C(=C\c3ccc(Cl)cc3)C2=O)cc1,100,-0.4
COc1ccccc1CNC(=O)c1ccc2c(c1)N(Cc1cccc(C)c1)C(=O)c1ccccc1S2(=O)=O,106,0.1
CC(=O)N1CCN(C(=S)c2ccc(C(C)(C)C)cc2)CC1,103,0.4
CCOc1ccc2nc(Cl)c(CN(Cc3ccco3)C(=O)C3CC3)cc2c1,100,-1
CNCc1ccccc1C(F)(F)F,105,1.4
CC(=O)Nc1ccc2c(c1)nc1n2CCN(c2ccccc2)C1,95,-2.8
COc1cc(NC(=O)C2CCCN(S(=O)(=O)c3ccc4c(c3)oc(=O)n4C)C2)c(C(=O)O)cc1OC (stereo not given),110,0.8
Cc1c(-c2cccc(NC(=O)Nc3ccc(Cl)cc3)c2)nc2ncccn12,111,1.1
O=S1(=O)CCC(Nc2ncnc3cc(-c4ccc(F)cc4)sc23)C1 (stereo not given),107,-0.3
Cc1noc(C)c1NC(=O)Nc1ccc(N(C)C)cc1,103,0.3
CSc1ncnc2c1ncn2CN1CCOCC1,103,0
COc1ccccc1C(=O)Nc1ccc(C(=O)OCc2cc(=O)n3nc(C4CC4)sc3n2)cc1,108,0.4
COc1ccc(-c2csc(N)n2)cc1F,104,0.4
Cc1cc(C)c2c(n1)SCC(=O)N2CCCC(=O)NCc1ccccc1,107,1.8
COc1ccc2[nH]c(=O)c(CN(C3CCCC3)S(=O)(=O)c3cccc4nsnc34)cc2c1,101,-0.2
O=C(Nc1ccccc1)c1cc(Cl)ccc1O,104,0.4
COc1ccc(NC(=O)CCCSc2nc(-c3ccco3)cc(C(F)(F)F)n2)c(OC)c1,105,0.2
COc1ccc(-c2nc(C(=O)Nc3cccc(C(C)=O)c3)nn2-c2ccccc2Cl)cc1,104,-0.8
Cc1c(NC(=O)NCCCN2CCOCC2)sc2nc3n(c(=O)c12)CCC(C)CC3 (stereo not given),107,2.8
O=C(Cn1nc(-c2ccco2)ccc1=O)NCc1ccco1,107,0.3
NS(=O)(=O)c1ccc(CCNC(=O)C2CCCC2)cc1,101,-0.4
N#Cc1ccc(NC(=O)c2cc(=O)c3ccccc3o2)cc1,106,0
CCCN(Cc1nnc(-c2ccccc2Cl)o1)C(=S)NC1CCCCC1,101,-0.3
O=C(O)CCNc1ccccc1,104,0.5
CC(C)N1CC(=O)N(c2ccc(F)c(Cl)c2)C1=S,104,-0.1
COc1cc2c3cc1Oc1c(OC)c(OC)cc4c1[C@@H](Cc1ccc(OC(=O)c5ccc([N+](=O)[O-])cc5)c(c1)Oc1ccc(cc1)C[C@@H]3N(C)CC2)N(C)CC4,100,0.2
O=C(NCc1ccco1)c1ccc(S(=O)(=O)NCC2CCCCC2)cc1,100,-0.5
O=C(C1CC1)N1CCN=C1SCc1ccc(C(F)(F)F)cc1,101,0
Cc1csc2nc(CNS(=O)(=O)c3ccccc3)cn12,102,-0.5
Cc1ccc(C(=O)Nc2cc(-c3nc4ncccc4o3)ccc2C)c(C)c1,109,0.6
N#Cc1ccccc1CSc1nc2ccccc2c(=O)n1CCCC(=O)NCc1ccco1,102,0.4
Cc1ccccc1NC(=O)CS(=O)(=O)c1cccc2nsnc12,102,-1.1
CC1=NN(C(=O)CSc2nnc(-c3ccncc3)o2)C(C)(O)C1 (stereo not given),105,0.3
Cc1ccccc1NCc1ccccc1O,98,-1.2
COc1ccc(OC)c(CNC(=O)Cn2ncc3c([nH]c4ccc(C)cc43)c2=O)c1,106,0.2
N#CCOC(=O)CCc1nc2ccccc2s1,102,0.1

# Single records (already shown). Screens in order: PV pol inh | PV pol inh FP z-score
# Profile of `CC1=NN(C(=O)CSc2nnc(-c3ccncc3)o2)C(C)(O)C1` (stereo not given) = 105 | 0.3
# Profile of `CC(C)N1CC(=O)N(c2ccc(F)c(Cl)c2)C1=S` = 104 | -0.1

# Individual results from the entries so far:
# Value of COc1cc(NC(=O)C2CCCN(S(=O)(=O)c3ccc4c(c3)oc(=O)n4C)C2)c(C(=O)O)cc1OC (stereo not given) under PV pol inh FP z-score: 0.8
# Value of O=C(Nc1ccc(N2CCOCC2)cc1)C12CC3CC(CC(C3)C1)C2 under PV pol inh: 105
# Value of CSc1ccc(C2N=C(c3ccccc3)NO2)cc1 (stereo not given) under PV pol inh: 98
# Value of CCC(C)NC(=O)c1c2c(nc3ccccc13)C(=O)N(C1CCCCC1)C2 (stereo not given) under PV pol inh: 108

# Other records.
SMILES,PV pol inh,PV pol inh FP z-score
Cc1cc(O)c2c(C)c(CC(=O)N3CCCCC3)c(=O)oc2c1,112,1.2
COC(=O)c1ccc(OCC(=O)Nc2ccccc2C(=O)NC2CC2)cc1,107,0.6
O=C1Nc2nc(=O)nc3[nH]c(=O)nc(n23)N1,102,0.4
O=C(c1c[nH]c2ccccc2c1=O)N1CCCCC1,98,-0.5
Cc1ccc(C)c(OCCCN2CCNCC2)c1,97,-1.3
CN(C)CCNC(=O)c1cc(-c2ccc(F)cc2)nc2ccccc12,100,-0.7
ClCC1CCCO1 (stereo not given),101,0
